NCI-60 one-dose screen, 48 h, at 10 µM unless noted. Numbers give growth in % (100 = growth as untreated, 0 = no growth, -100 = all killed).
NCI-H460: NCI-H460 lung cancer. hit rate 6.8% among 82,000. AID 1794736
KM12: KM12 colon cancer cells | hit rate 5% among 82,000 | AID 1794800
NCI-H322M: NCI-H322M lung cancer. hit rate 2.7% among 80,000
HCT-116: HCT-116 colon cancer | hit rate 7.3% among 82,000 | AID 1794798
HCT-15: HCT-15 colon cancer. hit rate 5.2% among 82,000. AID 1794746
SW-620: SW-620 colon cancer. hit rate 5.2% among 82,000
NCI-H226: NCI-H226 lung cancer; hit rate 3.5% among 79,000; AID 1794732
HT29: HT29 colon cancer. hit rate 7.4% among 81,000
COLO 205: COLO 205 colon cancer; hit rate 7.3% among 79,000; AID 1794742
* = called active by the depositor; / = no result given; [ ] = dose if it differs, or a comment. The calls were made as follows: active = growth percent below 10; inactive = the rest.

nr	canonical_smiles	COLO 205	HCT-116	HCT-15	NCI-H226	HT29
1	O=C(Cc1c[nH]c2ccccc12)N=Nc1c(O)[nH]c2ccc([N+](=O)[O-])cc12	115	94	98	95	111
2	CN1CCN(CCOc2ccc(-c3cnc4c(-c5cccc(F)c5)cnn4c3)cc2)CC1	32	24	2.6*	109	4.6*
3	Nc1ccccc1-c1n[nH]c(=O)[nH]c1=O	137	93	104	/	106
4	NC(C(=O)O)C(O)c1cccc(OCc2ccccc2)c1 (stereo not drawn)	/	98	97	100	102
5	CC(C)N=C(N)/N=C(\N)Nc1ccc(Cl)cc1	105	85	101	85	100
6	CCC(=O)Nc1cc2c(cc1Cl)-c1ccccc1C2	99	99	95	82	114
7	O=CNNC=O	115	96	99	102	94
8	Clc1ccc2[nH]cc(-c3nn4cc(-c5nccs5)nc4s3)c2c1	97	88	81	95	108
9	COc1ccc(-c2nocc2-c2cnn(C)c2)cc1	123	103	101	101	90
10	C=CN(C)S(C)(=O)=O	111	20	/	91	72

nr	KM12	NCI-H322M	SW-620	NCI-H460
1	100	98	98	102
2	11	90	-29*	2.0*
3	107	114	101	107
4	97	83	98	104
5	122	100	102	104
6	95	106	101	98
7	103	103	109	105
8	85	90	101	97
9	99	103	109	111
10	34	39	20	18

New compounds follow
nr	canonical_smiles	COLO 205	HCT-116	HCT-15	NCI-H226	HT29
11	OCC1OC(n2cnc3c2NC=NC[C@H]3O)CC1O (stereo partly drawn)	113	106	93	87	98
12	CN1CCCC1=Nc1ccccc1	110	114	111	104	98
13	Cn1c(=O)nc(N)n(NC(=O)CCl)c1=O	107	108	106	107	111
14	C=C1CC2(OC1=O)C(=O)N(C)c1ccc(I)cc12 (stereo not drawn)	-84*	-93*	-54*	-37*	-75*
15	COc1ccc(CC(=O)OCC(C)C)cc1	116	105	111	112	107
16	Cc1ccccc1C(=O)c1ccccc1	114	110	101	103	111
17	O=[N+]([O-])c1cc2c(ccc3occc32)o1	-24*	7.9*	12	/	12
18	O=C(O)c1ccc(-n2cc(CO)c(-c3cc(C(F)(F)F)cc(C(F)(F)F)c3)n2)cc1	103	87	94	89	98
19	COc1cc(NC(N)=NCCC(C)(C)c2ccc(C(F)(F)F)cc2)ncc1C#N	-84*	-76*	15	56	-37*
20	Cc1cccc(NC(=O)N/C(N)=N/c2nc3ccccc3s2)c1	17	24	23	54	11

nr	KM12	NCI-H322M	SW-620	NCI-H460
11	103	98	109	105
12	114	99	112	111
13	102	/	105	/
14	3.0*	51	-76*	-57*
15	106	108	111	110
16	110	111	105	109
17	29	61	28	-28*
18	93	105	104	93
19	15	36	0.0*	6.1*
20	25	48	34	18

Entries shown so far that have a Cl atom (4):
nr	canonical_smiles	COLO 205	HCT-116	HCT-15	NCI-H226	HT29
5	CC(C)N=C(N)/N=C(\N)Nc1ccc(Cl)cc1	105	85	101	85	100
6	CCC(=O)Nc1cc2c(cc1Cl)-c1ccccc1C2	99	99	95	82	114
8	Clc1ccc2[nH]cc(-c3nn4cc(-c5nccs5)nc4s3)c2c1	97	88	81	95	108
13	Cn1c(=O)nc(N)n(NC(=O)CCl)c1=O	107	108	106	107	111

nr	KM12	NCI-H322M	SW-620	NCI-H460
5	122	100	102	104
6	95	106	101	98
8	85	90	101	97
13	102	/	105	/

(cont.)
nr	canonical_smiles	COLO 205	HCT-116	HCT-15	NCI-H226	HT29
21	COc1ccc2nc(NC(=O)c3cc(-c4cc(OC)c(OC)c(OC)c4)n4nc(-c5ccccc5)cc4n3)sc2c1	109	101	103	96	100
22	COC1=C[C@@]23CCC(=O)N2CCc2cc4c(cc2[C@H]3[C@H]1OC(=O)CCCC(C)C)OCO4	121	98	104	95	103
23	COC(=O)C(Cc1ccccc1)NS(=O)(=O)c1ccc(C)cc1 (stereo not drawn)	114	92	96	95	110
24	COc1cc(CNC(=O)c2ccsc2Nc2ccnc(C(F)(F)F)c2)ccc1O	106	101	99	/	98
25	O=C(Nc1cccc(Cl)c1)Nc1cc(C(F)(F)F)ccc1Cl	-28*	-13*	9.8*	21	4.0*
26	CCCCCN1C=C/C(=C\C(=O)N(C)c2ccc(Oc3ccccc3)cc2)c2ccccc21	82	59	98	79	54
27	O=C1Oc2ccccc2C(=O)/C1=C/N1C(=O)CNC1=S	108	109	107	93	113
28	O=C(O)C1(c2cccc(O)c2)CCCC1	111	105	104	97	95
29	NC(=O)SCC(=O)Nc1ccccc1NC(=O)CSC(N)=O	113	110	105	99	111
30	O=C1[C@H]2Cc3c([nH]c4ccccc34)[C@@H](c3ccc(Br)cc3)N2C(=O)CN1C1CCN(Cc2c(Cl)cccc2Cl)CC1	86	61	67	70	71

nr	KM12	NCI-H322M	SW-620	NCI-H460
21	108	96	96	106
22	105	117	101	104
23	101	116	106	106
24	104	95	100	102
25	-45*	31	-16*	-35*
26	91	90	84	92
27	103	100	99	107
28	104	104	102	108
29	114	111	108	104
30	82	90	85	83

Reprinted from the part before: two entries, followed by the next part.
nr	canonical_smiles	COLO 205	HCT-116	HCT-15	NCI-H226	HT29
29	NC(=O)SCC(=O)Nc1ccccc1NC(=O)CSC(N)=O	113	110	105	99	111
30	O=C1[C@H]2Cc3c([nH]c4ccccc34)[C@@H](c3ccc(Br)cc3)N2C(=O)CN1C1CCN(Cc2c(Cl)cccc2Cl)CC1	86	61	67	70	71
31	O=C1CSC(c2cccnc2)N1Nc1ncnc2ccccc12 (stereo not drawn)	116	103	110	104	119
32	Cc1ccc([N+](=O)[O-])c2ccccc12	107	100	110	108	111
33	COc1cccc(/C=C\C(=O)CCN2CCOCC2)c1OC	/	99	96	100	108
34	OC(c1ccccc1)c1nnc(SCc2ccccc2)n1Cc1ccccc1 (stereo not drawn)	102	92	89	/	103
35	COc1ccc(C2N=C(SCC(=O)Nc3ccc(S(N)(=O)=O)cc3)NC(C)=C2C(C)=O)cc1 (stereo not drawn)	103	101	105	103	105
36	COc1cccc(-c2nn(-c3ccccc3)cc2-c2ccnc(NCCNC(=O)Nc3ccc(Cl)c(Cl)c3)c2)c1	-37*	0.7*	7.8*	51	-20*
37	CC(=S)N=Cc1c(O)cc(C)oc1=O	113	104	107	100	115
38	O=C(Nc1ccccc1C(=O)Nc1nccs1)c1ccccc1	111	89	82	92	112
39	CCN(C)N=Nc1ccc(C(N)=O)cc1	127	102	105	102	117
40	CC1CCc2c(sc3nc(SCC(=O)N/N=C/c4ccccc4)n(-c4ccccc4)c(=O)c23)C1 (stereo not drawn)	91	16	70	89	81

nr	KM12	NCI-H322M	SW-620	NCI-H460
29	114	111	108	104
30	82	90	85	83
31	105	102	97	106
32	106	111	112	111
33	85	106	103	101
34	108	106	105	106
35	103	106	/	103
36	-34*	48	18	2.7*
37	97	106	104	111
38	89	93	105	84
39	125	98	102	109
40	101	99	77	85

The listing continues.
nr	canonical_smiles	COLO 205	HCT-116	HCT-15	NCI-H226	HT29
41	O=C(CCc1nnc2sc(CS)nn12)c1nc2ccccc2[nH]1	/	98	101	103	103
42	O=C1c2ccccc2C(=O)c2cc(NCCNc3ccc4c(c3)C(=O)c3ccccc3C4=O)ccc21	97	60	57	87	74
43	C=CCN1C(=O)/C(=C\C(=O)c2cc3ccccc3oc2=O)c2ccccc21	38	84	61	82	123
44	O=C(CN1CCN(c2cc3c(cc2F)c(=O)c(C(=O)O)cn3C2CC2)CC1)Nc1cc(=O)[nH]c(=O)[nH]1	110	91	96	101	102
45	OC1CCC2C=CCC1S2 (stereo not drawn)	113	104	102	94	114
46	O=S1(=O)N(Cc2ccccc2)[C@@H](Cc2ccccc2)C2O[C@H]2[C@H](Cc2ccccc2)N1Cc1ccccc1 (stereo partly drawn)	62	17	26	/	47
47	O=C(O)C(CCc1ccccc1)N1CCOCC1 (stereo not drawn)	112	98	96	111	105
48	O=C(Cn1ccc(=O)[nH]c1=O)Nc1nccs1	114	105	105	105	98
49	O=C(CCCC(=O)Nc1ccc(NC(=O)Nc2ccc(Cl)c(C(F)(F)F)c2)cc1)NOCc1ccccc1	101	79	96	86	83
50	Cc1ccccc1N=Nc1ccc2c(S(=O)(=O)O)cccc2c1O	102	104	107	95	101

nr	KM12	NCI-H322M	SW-620	NCI-H460
41	104	90	111	111
42	38	49	69	56
43	102	105	36	105
44	108	95	95	105
45	113	104	110	107
46	40	85	51	9.3*
47	102	92	106	106
48	106	97	107	106
49	88	76	104	95
50	102	101	99	/

The results go on.
nr	canonical_smiles	COLO 205	HCT-116	HCT-15	NCI-H226	HT29
51	CN1CCN(CC(=O)N2c3ccccc3C(=O)Nc3cccnc32)CC1	117	97	106	103	117
52	CCOC(=O)Nc1cc2c(c(N)n1)N=C(c1ccccc1)CO2	6.2*	6.3*	6.5*	40	12
53	COc1ccc(CN2C(=O)CSC2c2ccc3c(c2)OCO3)cc1OC (stereo not drawn)	104	96	96	106	92
54	N#CCCN(CCC#N)S(=O)(=O)c1ccc(Nc2ccc(O)c3c2C(=O)c2ccccc2C3=O)cc1	91	63	64	73	89
55	Nc1ncnc2nc(N3CCOCC3)[nH]c12	101	90	111	101	97
56	COc1cc2c(cc1[N+](=O)[O-])-c1ccc([N+](=O)[O-])cc1C2	73	96	98	44	102
57	CCC1CCC(C)NC1 (stereo not drawn)	103	99	92	93	104
58	Oc1ccc(-c2nocc2-c2c[nH]c3ccccc23)cc1	99	93	97	91	105
59	COC(=O)C1Cc2ccccc2CN1C(=O)c1ccc2c(c1)Cc1ccccc1-2 (stereo not drawn)	32[50 µM]	30[50 µM]	22[50 µM]	45[50 µM]	23[50 µM]
60	CCC(CC)N1C(=O)/C(=c2\sc3n(c2=O)NC2C(N=3)N(CC)C(=O)N2CC)c2ccccc21 (stereo not drawn)	38	28	35	79	45

nr	KM12	NCI-H322M	SW-620	NCI-H460
51	110	98	106	111
52	5.5*	15	26	8.9*
53	108	99	106	111
54	89	/	65	41
55	99	114	104	103
56	99	/	111	107
57	98	108	97	100
58	102	99	99	98
59	34[50 µM]	68[50 µM]	51[50 µM]	34[50 µM]
60	11	81	48	27

Compound activity as filed in PubChem BioAssay.
